KDM4C inh: inhibitors of GASC-1 (KDM4C) histone demethylase, primary screen, biochemical, single concentration HTS | Lysine-specific demethylase 4C (Homo sapiens), Q9H3R0 | hit rate 0.15% among 96,000 | inhibition, % at 12.5 µM | GST-KDM4C 2-372, H3K9me3 peptide, LANCE TR-FRET;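 active means mean replicate inhibition above about 25%, with at least 55% of replicates also reaching it, limit read from the data, passing the limit was not always enough; inconclusive means only one of those two conditions met; inactive means neither condition met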
Target sequence (Q9H3R0 2-372 limits assumed): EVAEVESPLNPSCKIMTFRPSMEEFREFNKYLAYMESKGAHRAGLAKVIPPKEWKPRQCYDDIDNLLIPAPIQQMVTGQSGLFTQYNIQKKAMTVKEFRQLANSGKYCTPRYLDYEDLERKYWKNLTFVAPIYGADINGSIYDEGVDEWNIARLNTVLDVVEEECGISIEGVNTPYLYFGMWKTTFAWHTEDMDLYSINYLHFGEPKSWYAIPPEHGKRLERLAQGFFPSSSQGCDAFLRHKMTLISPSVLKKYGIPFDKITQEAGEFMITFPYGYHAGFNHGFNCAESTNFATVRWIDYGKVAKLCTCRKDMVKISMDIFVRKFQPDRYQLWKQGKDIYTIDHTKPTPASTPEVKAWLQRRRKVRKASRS
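Material: N-terminal GST-fused human GASC-1 (KDM4C) fragment, residues 2-372. Input: 10 nM enzyme. Incubation: enzyme reaction 30 min, then detection 60 min, both room temperature. Doses: one test concentration per compound. Read-out basis: inhibition from TR-FRET ratio decrease. Detection: LANCE TR-FRET, excitation 340 nm, emissions 618 and 671 nm.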
Pf Dd2 inh: P. falciparum Dd2 growth inhibitors, primary screen, SYBR Green fluorescence, single dose replicates; AID 1159554, 2015; activity change, % at 10 µM; 72 h; active compounds read low; hit rate 2.3% among 94,000; in the data active means activity change below about -80%; inconclusive means no clear call, values can overlap the other calls
C diff HTS: C. difficile growth inhibitors, primary screen, HTS; Clostridium difficile clinical isolate growth, OD600, 24 h; active compounds read low; growth activity, negative = inhibition, % at 16 µg/mL (by protocol); hit rate 0.25% among 86,000; AID 1259249, 2017;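 active means mean growth activity at or below -80% and every replicate also at or below -80%; inconclusive means mean at or below -80% but some replicate above -80%; inactive means mean growth activity above -80%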;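 further: 0% = DMSO wells and -100% = levofloxacin 16 µg/mL wells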
T cruzi growth: T. cruzi intracellular proliferation inhibitors, primary screen, cell-based, beta-gal Tulahuen parasites, NIH3T3 host, luminescence; T. cruzi beta-gal in NIH3T3, GalScreen luminescence, 90 h; inhibition, % at 8.34 µM; hit rate 5.9% among 77,000; AID 624255, 2012;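 active means mean inhibition above about 93%, with at least 55% of replicates each passing it, limit read from the data, passing the limit was not always enough; inconclusive means only one of those two conditions holds; inactive means neither condition holds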
Starred values were filed as active, the others as inactive; ? = inconclusive; · = no result given.

SMILES | KDM4C inh | Pf Dd2 inh | C diff HTS | T cruzi growth
CCCNC(=O)Nc1ccc2c(c1)OC[C@@H](C)N(Cc1ccc(-c3ccccn3)cc1)C[C@@H](C)[C@H](OC)CN(C)C2=O | 0.6 | -52 | · | ·
C[C@@H]1CN([C@H](C)CO)C(=O)c2cccc(NC(=O)Nc3ccc(C(F)(F)F)cc3)c2O[C@@H]1CN(C)C(=O)Nc1cccc2ccccc12 | -1.0 | -43 | -8 | 93
COc1ccccc1CN1C[C@@H](C)[C@@H](OC)CN(C)C(=O)c2ccc(NC(C)=O)cc2OC[C@H]1C | 0.7 | -23 | · | 29
C[C@@H]1CCCCO[C@H](CN(C)Cc2ccc(Cl)c(Cl)c2)[C@@H](C)CN([C@@H](C)CO)C(=O)c2cc(NC(=O)c3ccccc3)ccc2O1 | -0.8 | -90* | 22 | ·
Cc1ccc(S(=O)(=O)Nc2ccc3c(c2)C(=O)N([C@H](C)CO)C[C@H](C)[C@@H](CN(C)Cc2ccc4c(c2)OCO4)OCCCC[C@H](C)O3)cc1 | -1.9 | -76 | 2 | 102*
CN(C)CC#Cc1ccc([C@@H]2[C@H]3CN(C(=O)c4ccc(F)cc4)CC(=O)N3[C@H]2CO)cc1 | 1.9 | 4 | -8 | ·
C[C@@H]1CN([C@@H](C)CO)C(=O)c2cc(NC(=O)CCN3CCOCC3)ccc2O[C@@H]1CN(C)S(=O)(=O)c1ccccc1 | -0.2 | 3 | -6 | 24
C[C@@H]1CN([C@@H](C)CO)C(=O)c2ccccc2-c2ccccc2CO[C@H]1CN(C)C(=O)[C@H](Cc1ccccc1)N(C)C | -0.1 | -8 | -4 | -18
Cc1noc(C)c1S(=O)(=O)Nc1ccc2c(c1)C(=O)N([C@@H](C)CO)C[C@@H](C)[C@@H](CN(C)C(=O)c1ccccc1)OCCCC[C@@H](C)O2 | -0.2 | -28 | · | -43
CCCC#Cc1cnc2c(c1)C(=O)N([C@@H](C)CO)C[C@@H](C)[C@H](CN(C)C(=O)c1ccc3c(c1)OCO3)O2 | -0.6 | -54 | · | 36
C[C@@H]1CN([C@@H](C)CO)C(=O)Cc2cc(NS(=O)(=O)c3ccc(F)cc3)ccc2O[C@H]1CN(C)S(=O)(=O)c1cccs1 | -1.1 | -66 | -9 | 20
C[C@@H]1CN([C@H](C)CO)C(=O)c2cc(NS(=O)(=O)c3cccs3)ccc2O[C@@H](C)CCCCO[C@@H]1CN(C)S(=O)(=O)c1ccccc1 | 0.0 | · | -5 | 49
C[C@H](CO)N1C[C@H](C)[C@H](CN(C)Cc2ccc(-c3ccccc3)cc2)Oc2ccc(NS(=O)(=O)c3cn(C)cn3)cc2C1=O | 1.1 | 4 | -11 | 31
COc1ccc(S(=O)(=O)N(C)C[C@@H]2OCCCC[C@@H](C)Oc3ccc(NC(=O)Nc4c(C)noc4C)cc3C(=O)N([C@H](C)CO)C[C@@H]2C)cc1 | -0.2 | -53 | -1 | 40
C[C@@H]1CCCCO[C@H](CN(C)C(=O)Nc2ccccc2)[C@H](C)CN([C@@H](C)CO)C(=O)c2cc(NS(=O)(=O)c3ccccc3)ccc2O1 | -1.1 | -84* | · | ·
COc1ccc(NC(=O)N(C)C[C@H]2OCCCC[C@@H](C)Oc3ccc(NC(=O)Cc4ccccc4)cc3C(=O)N([C@@H](C)CO)C[C@@H]2C)cc1 | 0.4 | -44 | -3 | 22
CC(C)NC(=O)N(C)C[C@H]1Oc2ccc(NC(=O)C3CC3)cc2C(=O)N([C@@H](C)CO)C[C@H]1C | 0.3 | 0 | 2 | 5
C[C@H]1CN([C@@H](C)CO)C(=O)c2cc(Br)cnc2O[C@@H]1CN(C)C(=O)Nc1ccc(C(F)(F)F)cc1 | -0.3 | -9 | 0 | 102*
COCC#Cc1ccc(CC[C@H]2O[C@H]3CC[C@H](CO)O[C@H]3C[C@@H]2n2cc(C3CC3)nn2)cc1 | · | -87* | 1 | ·
CC(=O)N1CCCCN2[C@H](C1)[C@@H](c1ccc(-c3ccc(C)cc3)cc1)[C@@H]2CO | -0.5 | 17 | -10 | 111*
COc1ccccc1S(=O)(=O)N1C[C@H](O)COC[C@@H]2O[C@H](CC(=O)O)CC[C@H]21 | 1.8 | 8 | · | -21
C[C@@H]1CN([C@@H](C)CO)C(=O)c2cc(NS(=O)(=O)c3ccccc3)ccc2O[C@@H](C)CCCCO[C@@H]1CN(C)C(=O)CCC(F)(F)F | -0.5 | -32 | -1 | -37
COc1cccc(NC(=O)Nc2ccc3c(c2)C(=O)N(C)[C@@H]2CC[C@H](CC(=O)O)O[C@H]2CO3)c1 | 4.7 | -37 | 4 | 67
Cc1noc(C)c1S(=O)(=O)N(C)C[C@@H]1Oc2ccc(NC(=O)Nc3ccc4c(c3)OCO4)cc2CC(=O)N([C@H](C)CO)C[C@H]1C | -0.1 | 10 | -6 | 13
COc1ccccc1-c1cn(CC[C@H]2CC[C@H](NC(=O)c3ccccc3F)[C@H](CO)O2)nn1 | -0.7 | 0 | 4 | ·
COc1ccc(S(=O)(=O)Nc2ccc3c(c2)C(=O)N([C@@H](C)CO)C[C@@H](C)[C@H](CN(C)C(=O)Nc2c(C)noc2C)OCCCC[C@@H](C)O3)cc1 | 2.0 | 19 | 7 | 23
C[C@@H]1CN([C@H](C)CO)C(=O)c2cc(NS(C)(=O)=O)ccc2O[C@H]1CN(C)S(=O)(=O)c1ccc(Cl)cc1 | 2.6 | 8 | -1 | 27
COCC#Cc1cnc2c(c1)C(=O)N([C@@H](C)CO)C[C@H](C)[C@H](CN(C)C(=O)C1CC1)O2 | 0.4 | 21 | · | 11
C[C@@H]1CN([C@H](C)CO)C(=O)c2cc(C#CCc3ccccc3)cnc2O[C@H]1CN(C)C(=O)Cc1cccnc1 | 5.7 | -76 | 71 | ·
O=C(C[C@@H]1C[C@H]2c3cc(NC(=O)c4cccnc4)ccc3O[C@H]2[C@H](CO)O1)NCc1cc(F)ccc1F | 0.4 | -7 | -7 | 4
C[C@H](CO)N1C[C@H](C)[C@@H](CN(C)Cc2ccc3c(c2)OCO3)Oc2ccc(NC(=O)Cn3cnnn3)cc2CC1=O | 0.2 | 6 | -5 | 90
CCC(=O)Nc1ccc2c(c1)C(=O)N(C)[C@H]1CC[C@@H](CC(=O)NCCCN(C)C)O[C@H]1CO2 | 4.0 | -32 | -2 | -20
COc1cccc(NC(=O)N(C)C[C@H]2Oc3cc(/C=C/c4ccccc4)ccc3S(=O)(=O)N([C@@H](C)CO)C[C@H]2C)c1 | -2.0 | -79 | -11 | ·
CC(C)NC(=O)Nc1ccc2c(c1)CC(=O)N([C@H](C)CO)C[C@H](C)[C@@H](CN(C)C(=O)Nc1ccc(C(F)(F)F)cc1)O2 | -1.1 | -13 | 1 | ·
C[C@@H]1CN([C@H](C)CO)S(=O)(=O)c2ccc(-c3cccc(C#N)c3)cc2O[C@H]1CN(C)C(=O)c1ccccc1 | 1.1 | -58 | -5 | 61
COc1ccc(C#Cc2ccc3c(c2)O[C@@H](CN(C)C(=O)Nc2cccc(OC)c2)[C@@H](C)CN([C@@H](C)CO)S3(=O)=O)cc1 | -7.2 | -90* | · | ?
Cc1noc(C)c1S(=O)(=O)N(C)C[C@H]1OCCCC[C@@H](C)Oc2ccc(NC(=O)C3CCCCC3)cc2C(=O)N([C@H](C)CO)C[C@H]1C | -1.7 | -68 | -2 | 74
O=C(C1CC1)N1CC(=O)N2[C@H](CO)[C@@H](c3ccc(-c4cccnc4)cc3)[C@@H]2C1 | -1.4 | -32 | -8 | ·
C[C@H]1CN([C@@H](C)CO)C(=O)c2cc(NC(=O)C3CCCCC3)ccc2O[C@@H]1CN(C)C(=O)Nc1ccc(F)cc1 | 1.9 | 7 | 3 | 23
Cc1noc(C)c1S(=O)(=O)Nc1ccc2c(c1)C(=O)N([C@@H](C)CO)C[C@H](C)[C@@H](CN(C)S(=O)(=O)c1cn(C)cn1)OCCCC[C@@H](C)O2 | -0.4 | 8 | 4 | 41
CO[C@H]1CN(C)C(=O)c2ccc(NS(C)(=O)=O)cc2OC[C@H](C)N(C)C[C@H]1C | 0.0 | 12 | -13 | -5
CCNC(=O)[C@@H]1[C@@H](CO)[C@@H]2Cn3c(ccc(-c4ccccc4)c3=O)[C@H]1N2C(=O)c1ccccn1 | 0.6 | -4 | -2 | 49
C[C@@H]1CN([C@H](C)CO)C(=O)c2cccc(NS(=O)(=O)c3cn(C)cn3)c2O[C@H]1CN(C)CC1CC1 | -0.6 | 15 | 0 | 27
Cc1noc(C)c1S(=O)(=O)Nc1ccc2c(c1)C(=O)N([C@H](C)CO)C[C@H](C)[C@@H](CN(C)C(=O)c1ccncc1)OCCCC[C@@H](C)O2 | 0.9 | 32 | -11 | 13
CO[C@H]1CN(C)C(=O)c2ccc(NC(=O)C3CCCCC3)cc2OC[C@H](C)N(Cc2nccs2)C[C@H]1C | -0.5 | · | · | 14
C[C@H](NC(=O)[C@H]1[C@H](CO)[C@H]2Cn3c(cccc3=O)[C@H]2N1S(C)(=O)=O)c1ccccc1 | -0.1 | · | -1 | 49
C[C@H](CO)N1C[C@H](C)[C@H](CN(C)S(=O)(=O)c2cccs2)Oc2c(NC(=O)Nc3ccc(F)cc3)cccc2C1=O | -0.7 | -29 | 15 | 4
CN1CCN(C(=O)[C@@H]2[C@@H](CO)[C@@H]3Cn4c(ccc(-c5ccncc5)c4=O)[C@@H]3N2CC2CC2)CC1 | -0.5 | 36 | 0 | ·
COc1ccc(CNC(=O)N(C)C[C@H]2OCc3ccccc3-c3ccccc3C(=O)N([C@H](C)CO)C[C@H]2C)cc1 | 0.5 | 18 | -2 | 63
O=C(NCC[C@@H]1CC[C@@H](NC(=O)C2CCOCC2)[C@@H](CO)O1)c1ccc(F)cc1 | 0.7 | -5 | 2 | 10
CN(C)C(=O)C[C@@H]1C[C@@H]2c3cc(NS(C)(=O)=O)ccc3O[C@@H]2[C@H](CO)O1 | -1.1 | 10 | 0 | 10
CCCNC(=O)C[C@@H]1C[C@H]2c3cc(NC(=O)COC)ccc3O[C@H]2[C@H](CO)O1 | 2.3 | 3 | 0 | 12
CCCNC(=O)N1C[C@@H](C)[C@@H](OC)CN(C)C(=O)c2cc(NC(=O)CC)ccc2OC[C@@H]1C | -2.8 | 4 | · | -18
C[C@@H]1CCCCO[C@H](CN(C)C(=O)CCCN(C)C)[C@@H](C)CN([C@H](C)CO)C(=O)c2cc(NC(=O)Nc3ccccc3)ccc2O1 | 0.6 | 7 | 4 | -24
C[C@H](CO)N1C[C@H](C)[C@H](CN(C)Cc2ccc(C(F)(F)F)cc2)Oc2ccc(NC(=O)Cn3cnnn3)cc2C1=O | 0.2 | -2 | -9 | 5
C[C@H]1CN([C@@H](C)CO)S(=O)(=O)c2ccc(C3=CCCC3)cc2O[C@@H]1CN(C)S(C)(=O)=O | 0.9 | 38 | · | -86
O=C(Nc1ccc(C(F)(F)F)cc1)N[C@@H]1CC[C@H](CCn2cc(C3(O)CCCC3)nn2)O[C@@H]1CO | -0.6 | -65 | 5 | 86
C[C@@H]1CN([C@@H](C)CO)C(=O)c2cc(NS(=O)(=O)c3ccc(F)cc3)ccc2O[C@@H]1CN(C)S(C)(=O)=O | 14 | 8 | 2 | 34
Cc1ccc(S(=O)(=O)Nc2ccc3c(c2)CC(=O)N([C@@H](C)CO)C[C@@H](C)[C@@H](CN(C)S(=O)(=O)c2ccc(C)cc2)O3)cc1 | -1.9 | -10 | -4 | 64

2 entries from above, reformatted.
> CO[C@H]1CN(C)C(=O)c2ccc(NS(C)(=O)=O)cc2OC[C@H](C)N(C)C[C@H]1C
  KDM4C inh = 0.0 | Pf Dd2 inh = 12 | C diff HTS = -13 | T cruzi growth = -5
> C[C@@H]1CN([C@@H](C)CO)C(=O)c2cc(NS(=O)(=O)c3ccc(F)cc3)ccc2O[C@@H]1CN(C)S(C)(=O)=O
  KDM4C inh = 14 | Pf Dd2 inh = 8 | C diff HTS = 2 | T cruzi growth = 34

Limited to C diff HTS, KDM4C inh and T cruzi growth, for 2 of the compounds above:
SMILES	C diff HTS	KDM4C inh	T cruzi growth
C[C@@H]1CN([C@H](C)CO)C(=O)c2cc(NS(=O)(=O)c3cccs3)ccc2O[C@@H](C)CCCCO[C@@H]1CN(C)S(=O)(=O)c1ccccc1	-5	0.0	49
C[C@H](CO)N1C[C@H](C)[C@H](CN(C)Cc2ccc(-c3ccccc3)cc2)Oc2ccc(NS(=O)(=O)c3cn(C)cn3)cc2C1=O	-11	1.1	31

Gathered by group: the compounds so far with a Cl atom
SMILES | KDM4C inh | Pf Dd2 inh | C diff HTS | T cruzi growth
C[C@@H]1CCCCO[C@H](CN(C)Cc2ccc(Cl)c(Cl)c2)[C@@H](C)CN([C@@H](C)CO)C(=O)c2cc(NC(=O)c3ccccc3)ccc2O1 | -0.8 | -90* | 22 | ·
C[C@@H]1CN([C@H](C)CO)C(=O)c2cc(NS(C)(=O)=O)ccc2O[C@H]1CN(C)S(=O)(=O)c1ccc(Cl)cc1 | 2.6 | 8 | -1 | 27

Source: PubChem BioAssay (Broad Institute)
